# Screening data as filed in PubChem BioAssay.
# Neddylation inh = inhibitors of human cullin neddylation | P61081+Q13564 | TR-FRET cullin neddylation, biochemical | calls only at 25 µM | actives 0.58% (n = 360,000); in the data active = inhibition above about 36%
# Rpn11 block = blocks the human proteasome subunit Rpn11. O00487. human 26S proteasome, Ub4-pepOG fluorescence polarization; 20S core pre-blocked with epoxomicin. calls only at 20 µM. actives 0.59% (n = 360,000). AID 588493;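 active = inhibition at 20 µM, scaled to each plate's controls, above about 33%, limit read from the data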
# FAS TE block = blocks the thioesterase domain of human fatty acid synthase; actives 0.67% (n = 360,000); inhibition, % at 15 µM; P49327; recombinant FAS-TE, OMFH fluorogenic substrate, fluorescence endpoint;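 active = compounds whose normalised, plate-corrected inhibition of enzyme fluorescence in the single-dose primary screen is 50% or more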;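 also: 0% = DMSO with enzyme and 100% = substrate without enzyme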
# Target sequence (P49327 whole entry, looked up, the tested form may be a part): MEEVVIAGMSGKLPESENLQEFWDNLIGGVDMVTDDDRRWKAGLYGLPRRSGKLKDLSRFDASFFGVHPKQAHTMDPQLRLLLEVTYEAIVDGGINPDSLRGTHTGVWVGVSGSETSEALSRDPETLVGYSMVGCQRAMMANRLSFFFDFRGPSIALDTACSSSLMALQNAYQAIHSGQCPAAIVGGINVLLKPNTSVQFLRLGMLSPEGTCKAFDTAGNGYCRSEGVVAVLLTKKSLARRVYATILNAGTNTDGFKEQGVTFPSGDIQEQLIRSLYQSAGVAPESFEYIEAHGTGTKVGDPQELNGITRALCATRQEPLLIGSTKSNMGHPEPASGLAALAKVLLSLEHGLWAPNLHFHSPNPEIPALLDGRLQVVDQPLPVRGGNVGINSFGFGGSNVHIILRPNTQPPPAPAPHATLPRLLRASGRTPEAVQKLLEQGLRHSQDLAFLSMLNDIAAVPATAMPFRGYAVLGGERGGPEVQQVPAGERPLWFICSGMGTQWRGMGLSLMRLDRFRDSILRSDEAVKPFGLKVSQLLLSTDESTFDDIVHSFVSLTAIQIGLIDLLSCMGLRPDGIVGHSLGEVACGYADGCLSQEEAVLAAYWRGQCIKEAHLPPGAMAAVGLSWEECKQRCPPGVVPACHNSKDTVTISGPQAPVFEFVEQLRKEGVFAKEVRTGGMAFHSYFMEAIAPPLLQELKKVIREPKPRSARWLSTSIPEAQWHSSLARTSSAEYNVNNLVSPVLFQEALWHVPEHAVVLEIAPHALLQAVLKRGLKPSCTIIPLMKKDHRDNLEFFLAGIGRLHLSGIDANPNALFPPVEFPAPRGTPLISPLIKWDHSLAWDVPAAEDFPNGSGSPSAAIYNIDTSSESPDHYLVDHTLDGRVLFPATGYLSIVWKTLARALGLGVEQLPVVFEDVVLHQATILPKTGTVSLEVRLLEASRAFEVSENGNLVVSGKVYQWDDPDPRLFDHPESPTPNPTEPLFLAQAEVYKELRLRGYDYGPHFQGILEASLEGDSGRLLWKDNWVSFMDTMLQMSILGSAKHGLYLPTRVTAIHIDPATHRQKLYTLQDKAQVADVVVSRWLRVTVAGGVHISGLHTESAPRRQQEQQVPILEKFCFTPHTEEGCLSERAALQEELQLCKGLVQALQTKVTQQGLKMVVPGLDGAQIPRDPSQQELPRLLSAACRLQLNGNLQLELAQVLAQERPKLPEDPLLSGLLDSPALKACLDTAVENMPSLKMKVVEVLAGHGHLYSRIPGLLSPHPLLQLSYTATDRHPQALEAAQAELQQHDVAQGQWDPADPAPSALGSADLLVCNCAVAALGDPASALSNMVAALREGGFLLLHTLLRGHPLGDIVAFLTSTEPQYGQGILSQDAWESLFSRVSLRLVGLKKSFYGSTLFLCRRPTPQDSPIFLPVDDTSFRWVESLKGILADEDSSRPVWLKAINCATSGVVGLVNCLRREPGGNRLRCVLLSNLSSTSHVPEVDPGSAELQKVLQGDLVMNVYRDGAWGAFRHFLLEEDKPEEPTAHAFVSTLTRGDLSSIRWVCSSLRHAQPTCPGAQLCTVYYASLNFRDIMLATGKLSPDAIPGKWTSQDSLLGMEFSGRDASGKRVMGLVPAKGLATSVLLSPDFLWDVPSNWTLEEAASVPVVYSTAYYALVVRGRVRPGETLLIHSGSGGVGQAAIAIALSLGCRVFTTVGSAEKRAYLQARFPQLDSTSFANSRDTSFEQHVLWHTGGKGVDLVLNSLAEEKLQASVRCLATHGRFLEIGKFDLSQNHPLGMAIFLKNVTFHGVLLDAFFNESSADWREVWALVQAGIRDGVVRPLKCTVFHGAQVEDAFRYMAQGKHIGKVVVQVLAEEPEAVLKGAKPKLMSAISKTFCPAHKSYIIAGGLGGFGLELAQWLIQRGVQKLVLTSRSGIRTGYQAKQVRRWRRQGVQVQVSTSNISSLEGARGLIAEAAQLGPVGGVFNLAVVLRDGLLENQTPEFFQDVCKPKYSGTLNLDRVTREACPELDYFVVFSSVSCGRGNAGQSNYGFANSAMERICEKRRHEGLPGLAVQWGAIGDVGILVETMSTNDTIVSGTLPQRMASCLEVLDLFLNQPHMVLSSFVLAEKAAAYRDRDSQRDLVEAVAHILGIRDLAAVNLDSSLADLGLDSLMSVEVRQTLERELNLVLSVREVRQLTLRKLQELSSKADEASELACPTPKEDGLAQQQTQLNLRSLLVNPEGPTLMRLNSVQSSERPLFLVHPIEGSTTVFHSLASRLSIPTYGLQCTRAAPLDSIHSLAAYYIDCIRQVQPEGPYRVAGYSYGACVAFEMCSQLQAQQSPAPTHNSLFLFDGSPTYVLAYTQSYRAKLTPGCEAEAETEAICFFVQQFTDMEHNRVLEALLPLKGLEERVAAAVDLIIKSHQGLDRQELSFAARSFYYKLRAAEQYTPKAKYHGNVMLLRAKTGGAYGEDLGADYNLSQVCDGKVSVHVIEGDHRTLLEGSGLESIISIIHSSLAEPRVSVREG
# CSN inh = CSN deneddylation inhibition | Purified CSN, SCF-Nedd8-OG deneddylation, fluorescence polarization | actives 0.38% (n = 360,000) | AID 651999 | Q92905 | inhibition, % at 12.5 µM;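 active = pattern-corrected inhibition above about 35%, with an unprinted fluorescence ratio check between 0.5 and 1.5, limit read from the data, passing the limit was not always enough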;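 also: 0% = enzyme with substrate and 100% = substrate without enzyme; some results filed as inactive read as strong as hits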
#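 test system = HEK293T-derived human Csn5 enzyme | amount = 0.24 nM Csn5 enzyme, final concentration | medium = Tris/NaCl/DTT buffer, pH 7.5 | schedule = 90 min reaction at room temperature | signal = FP | evaluation = inhibition of Csn5 cleavage, % | compound dosing = single dose of 12.5 µM compound with 0.25% DMSO | probe or stimulus = 10 nM SCFSkp2-Nedd8OG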
# PABP1 MLLE inh = blocks PAM2 peptide binding to the PABP1 MLLE domain; P11940; GST-MLLE / FITC-PAM2 fluorescence polarization; inhibition, % at 20 µM; actives 0.36% (n = 360,000); AID 588489; in the data active = inhibition above about 35%, passing the limit was not always enough;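 also: plate controls were DMSO wells with GST-MLLE for no effect and wells lacking GST-MLLE protein for full effect; some results filed as inactive read as strong as hits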
# SKN-1 block = inhibitors of C. elegans SKN-1 | C. elegans VP596 Pgst-4::GFP/RFP ratio, acrylamide-induced, 24 h | actives 0.49% (n = 360,000) | AID 624304 | inhibition, % at 21.8 µM;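 active = interference check ratio from 0.5 to 1.5 plus GFP to RFP signal ratio inhibition reaching or exceeding a fixed threshold, cut at about 30% in these data, passing the limit was not always enough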; also: some compounds called inactive have numbers as strong as hits
# MT1-MMP act inh = blocks activation of human MT1-MMP; P50281; HT1080 RFP-PRO-GFP cells, GFP/RFP ratio fluorescence, overnight; percent of plate control window, DMSO zero; GFP/RFP ratio change, % at 20 µM; actives 0.061% (n = 360,000);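 active = GFP/RFP ratio change of at least 30% with cell ATP level not reduced by more than half and red fluorescence within 50% of control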; also: strong numbers were not always called active
#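 Read-out: GFP/RFP fluorescence ratio; Test system: RFP-PRO-GFP reporter HT1080 cells; Compound dosing: single-point 20 µM compound, 1% DMSO; Times: overnight compound exposure at 37 °C.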
# Rin1-Abl PPI inh = inhibitors of human Rin1-Abl protein interaction | AID 588664 | actives 0.4% (n = 360,000) | P00519+Q13671 | inhibition, % at 7.35 µM | TR-FRET Rin1/Abl binding, biochemical; in the data active = inhibition above about 5%, passing the limit was not always enough
# NadD block = NadD (S. aureus) enzyme inhibition. purified NadD enzyme, colorimetric absorbance read-out. inhibition, % at 20 µM. actives 0.78% (n = 360,000). AID 602399; in the data active = inhibition above about 26%; also: some compounds past the cut are filed as inactive
# Numbers without * were called inactive; i = inactive; nt = no result given; + = active, no number.
SMILES,Neddylation inh,Rpn11 block,FAS TE block,CSN inh,PABP1 MLLE inh,SKN-1 block,MT1-MMP act inh,Rin1-Abl PPI inh,NadD block
CCCCNCc1ccc(SC)cc1,i,i,-10,-6,-4,4,-2,-4,-7
CCn1c(=O)n(CC(=O)Nc2cc(OC)ccc2OC)c(=O)c2ccccc21,i,i,-3,6,-9,-11,0,0,-3
CN(C)C(CNc1ncccn1)c1ccccc1 (configuration not stated),i,i,-1,0,17,-2,1,2,-3
O=S(=O)(c1ccc(NC(=S)NC2CCCC2)cc1)N1CCCC1,i,i,0,1,-6,4,8,0,-5
O=C(OCC1CC(c2ccccn2)=NO1)c1ccc(Br)cc1 (configuration not stated),i,i,6,2,12,8,-1,1,2
COc1ccc(-c2noc(CCC(=O)Nc3cccnc3)n2)cc1OC,i,i,-4,1,12,9,-1,-1,-1
Cc1cccc(NC(=O)Cn2cc(C=O)c3ccccc32)c1,i,i,3,4,-12,2,-3,0,-7
CC(C)=CC(=O)Nc1ccccc1Br,i,i,-6,3,2,1,1,5,-7
O=C(COC(=O)CNC(=O)c1ccccc1)Nc1ccccc1Cl,i,i,-2,-15,21,2,-1,3,3
Cc1ccc(NS(=O)(=O)c2ccc(NC(=O)CN(c3cc([N+](=O)[O-])ccc3C)S(C)(=O)=O)cc2)c(C)c1,i,i,38,-1,0,8,-17,2,14
O=C(NNC(=O)c1cc([N+](=O)[O-])ccc1Cl)c1cccs1,i,i,13,3,-10,0,1,-1,3
CCCOc1ccc(/C=N/NC(=O)C2CC2)c(OCCC)c1,i,i,3,-1,12,-9,3,-1,-1
CCCOC(=O)c1ccc(-c2c(C)noc2-c2ccc(OC)cc2O)o1,i,i,13,-1,-3,-13,-7,-3,-7
O=C(O)c1ccc(Cl)c(NCc2cccs2)c1,i,i,-2,5,10,19,-4,0,2
Cc1cc(Cl)ccc1NC(=O)COC(=O)c1nc2nccc(C)n2n1,i,i,-5,13,-2,8,-3,0,-8
Cc1ccc(S(=O)(=O)N2CCC(=O)CC2c2ccccc2)cc1 (configuration not stated),i,i,-1,-1,5,7,1,-2,-2
CCCCCOc1ccc(NC(=O)C(=O)NCCC2=CCCCC2)cc1,i,i,-6,-3,12,9,-1,-3,-7
CCCNC(=O)COc1coc(CN2CCN(C(=O)c3ccco3)CC2)cc1=O,i,i,-9,-1,14,2,2,1,-4
CC(C)(C)c1cc[n+](C2=C([O-])c3ccccc3C(=O)/C2=N\S(=O)(=O)c2cccs2)cc1,i,i,10,0,8,5,-16,-10,3
O=C(CC1C(=O)CCCC1=O)c1ccccc1,i,i,-9,-2,10,4,2,5,-4
Cc1ccccc1N=C(c1ccccc1)C1C(=O)c2ccccc2C1=O,i,i,30,3,0,7,-6,6,-4
C/C(=N\Nc1ccc([N+](=O)[O-])cc1[N+](=O)[O-])C(C)C(C)C (configuration not stated),i,i,34,6,-4,17,20,-2,2
NS(=O)(=O)c1ccc(Nc2nc3ccccc3nc2NS(=O)(=O)c2cccc([N+](=O)[O-])c2)cc1,i,i,24,-4,9,-1,3,1,4
O=C(CSc1ccc(-c2ccc3c(c2)OCO3)nn1)Nc1nccs1,i,i,-3,-3,5,-4,-2,2,-9
COc1cc(NCCCn2cnc3c(OC)ncnc32)cc(OC)c1OC,i,i,-10,-1,20,2,3,-3,6
CN(C(=O)CSc1nc(N)cc(=O)[nH]1)C1CCCCC1,i,i,-6,-1,30,3,-1,0,1
Cc1c(C(=O)O)nn(-c2cccc(C(F)(F)F)c2)c(=O)c1C#N,i,i,-3,0,11,12,-7,-1,-1
COc1cc(C23CCCN(CCC(C(C)(C)C)C2)C32OCCO2)cc(OC)c1OC (configuration not stated),i,nt,10,-9,nt,-27,-2,nt,3
CCCCCNC(=O)c1cc(S(=O)(=O)N2CCCC2)ccc1F,i,i,-2,3,-1,-1,6,0,-3
Cc1nc(Cl)sc1C(=O)Nc1ccc(C(C)(C)C)cc1,i,i,18,-1,-2,18,5,-2,-2
COc1cc2nc(C(C)(C)C)oc(=O)c2cc1OC,i,i,-6,0,0,10,-4,0,-7
COc1ccc(C(=O)NC2CC(C)(C)Cc3c2cnn3-c2ccccc2)c(OC)c1 (configuration not stated),i,i,16,-4,0,-14,0,4,5
O=C(CCCSc1nc2sc3c(c2c(=O)[nH]1)CCC3)NCCO,i,i,4,-1,18,-2,0,-3,1
Cc1ccccc1Cn1cc(S(=O)(=O)c2ccc(C(C)C)cc2)c(=O)c2cc3c(cc21)OCO3,i,i,62*,0,-8,4,0,-2,15
COc1ccc(C(=O)NC(=S)NCc2ccc(-c3nc4ccccc4o3)cc2)cc1OC,i,i,10,3,34,-3,0,-1,-11
CCC1Oc2ccc(C)cc2N(CC(=O)NCc2cccs2)C1=O (configuration not stated),i,i,1,0,3,15,0,-1,4
O=c1[nH]c(=O)c2nc3c4ccccc4c4ccccc4c3nc2[nH]1,i,nt,-2,112,-6,-3,-7,0,20
CCN(CC(=O)Nc1c(F)cccc1F)C(=O)CNC(=O)c1ccc(C)s1,i,i,-2,-2,-10,-14,0,1,3
COc1ccc(N2CC(NC(=O)N3CCN(C(=O)c4ccco4)CC3)CC2=O)cc1OC (configuration not stated),i,i,-6,-3,1,4,-1,-1,-3
CCOc1ccc(C2CC(c3ccc(F)cc3)n3ncnc3N2)cc1 (configuration not stated),i,i,5,-4,-5,0,9,-1,2
O=C(C1CC(=O)N(c2ccc(F)c(Cl)c2)C1)N1CCOCC1 (configuration not stated),i,i,-3,-3,-2,0,1,-3,-1
Cc1cc(C)nc(-n2ncc3c2CC(c2ccc(F)cc2)CC3=O)n1 (configuration not stated),i,i,-3,-3,-6,6,1,-2,6
Cc1nc(SC(C(=O)c2ccccc2)c2ccccc2)nc2ccccc12 (configuration not stated),i,i,12,-2,-4,6,2,-2,-3
Cc1oc(-c2ccc(Cl)cc2)nc1CS(=O)CC(=O)NC(C)c1ccccc1 (configuration not stated),i,i,0,1,17,13,1,-2,-6
CCO[C@@H]1OC(C(=O)NCc2ccccc2)=C[C@H](c2ccc(Br)cc2)[C@H]1CCCO,i,i,13,-5,-1,15,-4,-1,-6
CC(C)C[C@@H](CO)N1CCN(Cc2cccnc2)CCC1=O,i,i,-7,1,-3,-14,-3,1,1
COC(=O)c1cc(C(=O)NCc2ccccc2)c(=O)[nH]c1C,i,i,-8,-2,-7,1,3,-1,2
CCCCCC(=O)Nc1ccc(S(=O)(=O)NC2=NCCCCC2)cc1,i,i,-8,-6,-7,8,0,-4,0

# Single records, as listed above. Screens in order: Neddylation inh	Rpn11 block	FAS TE block	CSN inh	PABP1 MLLE inh	SKN-1 block	MT1-MMP act inh	Rin1-Abl PPI inh	NadD block
# CCOc1ccc(C2CC(c3ccc(F)cc3)n3ncnc3N2)cc1 (configuration not stated) is entered as i	i	5	-4	-5	0	9	-1	2
# COC(=O)c1cc(C(=O)NCc2ccccc2)c(=O)[nH]c1C is entered as i	i	-8	-2	-7	1	3	-1	2
# CCO[C@@H]1OC(C(=O)NCc2ccccc2)=C[C@H](c2ccc(Br)cc2)[C@H]1CCCO is entered as i	i	13	-5	-1	15	-4	-1	-6
# Cc1cc(C)nc(-n2ncc3c2CC(c2ccc(F)cc2)CC3=O)n1 (configuration not stated) is entered as i	i	-3	-3	-6	6	1	-2	6

# Following part.
SMILES,Neddylation inh,Rpn11 block,FAS TE block,CSN inh,PABP1 MLLE inh,SKN-1 block,MT1-MMP act inh,Rin1-Abl PPI inh,NadD block
O=C(NCCCN1CCOCC1)c1coc2ccccc2c1=O,i,i,-9,3,10,30,3,0,0
O=C(Nc1cccs1)Nc1ccc(Br)cc1F,i,i,10,2,22,5,-16,0,-6
O=C(NCCc1csc(-c2ccccc2)n1)c1cccs1,i,i,-3,0,-9,6,nt,4,-4
OC1(c2ccccc2)CCN(Cc2ccccc2)CC1,i,i,-5,-2,5,-19,2,0,-3
COC(=O)c1ccc(NC(=O)CNCc2ccncc2)cc1,i,i,-17,0,-20,-7,-1,1,1
S=C(Nc1cc(Cl)ccc1Oc1ccccc1)N1CCN(c2ccccn2)CC1,i,+,19,-1,-28,14,2,3,-1
NC(=O)C1CCN(C(=O)c2ccc(F)c(S(=O)(=O)N3CCOCC3)c2)CC1,i,i,-3,3,6,10,2,3,-4
NC(=O)C1CCN(C(=O)CSc2nc3ccccc3s2)CC1,i,i,-5,-1,27,6,0,-1,1
CCN1C(=S)SC(=O)C1=C1C=C(C)N(CCO)C(C)=C1,i,i,-2,-5,18,0,-27,-9,10
Cc1ccc2occ(C3N[C@H](C(=O)O)CS3)c(=O)c2c1 (some centres not stated),i,i,-1,8,6,-3,-4,3,14
COc1cc2c(cc1OC)CN(S(=O)(=O)c1cccs1)CC2,i,i,2,-2,4,-18,3,0,-7
COc1ccc(-c2c(C#Cc3ccsc3)c3cc(-c4ccc(OC)nc4)ccc3n2C)cc1,i,i,30,-2,-2,17,3,-2,29
COC(=O)CSc1nc2nc(C)cc(C)n2n1,i,i,-7,-3,17,-25,2,-4,1
CNc1ccc(Br)cc(C(=O)/C=C/c2cccc(Cl)c2Cl)c1=O,i,i,11,27,-120,3,-60,0,49*
CC(=O)N1CCN(c2ccc(NCc3ccc4c(c3)OCO4)cc2)CC1,i,i,-4,1,18,3,9,-5,7
O=[N+]([O-])c1ccc(NC(=S)NCCc2ccc(Cl)cc2)cc1,i,i,51*,3,12,5,-24,3,-8
COc1ccccc1Nc1nnc(SCC(=O)Nc2nc(-c3ccc(F)cc3)cs2)s1,i,i,1,5,-80,18,-5,-2,18
COc1ccc(CSCC(=O)Nc2ccccc2)cc1[N+](=O)[O-],i,i,6,2,3,14,3,3,-2
Cc1ccc(S(=O)(=O)NNC(=O)NC23CC4CC(CC(C4)C2)C3)cc1,i,i,7,7,4,0,-4,-2,0
CCCCNc1c(NC(C)=O)c(=O)oc2ccccc12,i,i,-11,-2,7,-1,1,-1,6
COc1ccc(NC(=O)CNc2cccc(C#N)c2)cc1Cl,i,i,13,5,-15,29,2,-2,4
Oc1ccccc1Cn1c(-c2ccccc2O)nc2ccccc21,i,i,6,2,2,3,3,-4,9
Cc1c(NC(=O)c2cc3nc(-c4ccccc4)cc(C)n3n2)c(=O)n(-c2ccccc2)n1C,i,i,-8,-1,5,13,-1,1,5
CC(CCc1ccco1)NC(=O)Cn1nc(Cc2ccncc2)c2ccccc2c1=O (configuration not stated),i,i,-1,-3,-10,-2,0,0,1
Cc1ccc(OCc2ccoc2C(=O)O)cc1C,i,i,-8,4,8,9,2,-1,-3
Cc1c(-n2c(SCC(=O)NC(C)C)nc3ccccc3c2=O)c(=O)n(-c2ccccc2)n1C,i,i,-8,-2,-1,-9,2,-4,-3
O=C(O)c1cccc(-n2cccc2/C=C2/NC(=O)N(c3cccc(Cl)c3)C2=O)c1,i,i,-3,35*,-67,3,-1,-1,2
COc1ccc(CN2CCC(Oc3cc(C(=O)NC4CC4)ccc3OC)CC2)c(O)c1,i,i,-4,-4,-5,-2,1,3,-8
CC1Cc2ccccc2N1C(=O)CSc1nc(-c2ccco2)cc(C(F)(F)F)n1 (configuration not stated),i,i,22,-4,-1,6,2,-1,-2

# Limited to Neddylation inh and PABP1 MLLE inh, for 3 of the compounds above:
Compound	Neddylation inh	PABP1 MLLE inh
Cc1ccc(OCc2ccoc2C(=O)O)cc1C	i	8
Cc1c(-n2c(SCC(=O)NC(C)C)nc3ccccc3c2=O)c(=O)n(-c2ccccc2)n1C	i	-1
O=C(O)c1cccc(-n2cccc2/C=C2/NC(=O)N(c3cccc(Cl)c3)C2=O)c1	i	-67

# No enrichment for hits. About 3.9% of those tested had a hit in this group.
